T cruzi growth – blocks T. cruzi growth in NIH3T3 culture; T. cruzi beta-gal in NIH3T3, GalScreen luminescence, 90 h; inhibition, % at 8.34 µM; hit rate 5.9% among 77,000;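 active = mean inhibition above about 93%, with at least 55% of replicates each passing it, limit read from the data, passing the limit was not always enough; inconclusive = only one of those two conditions holds; inactive = neither condition holds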
KDM4C inh – blocks human GASC-1 (KDM4C) demethylase activity; Q9H3R0; GST-KDM4C 2-372, H3K9me3 peptide, LANCE TR-FRET; inhibition, % at 12.5 µM; hit rate 0.15% among 96,000;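 active = mean replicate inhibition above about 25%, with at least 55% of replicates also reaching it, limit read from the data, passing the limit was not always enough; inconclusive = only one of those two conditions met; inactive = neither condition met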
Target sequence (Q9H3R0 2-372 limits assumed): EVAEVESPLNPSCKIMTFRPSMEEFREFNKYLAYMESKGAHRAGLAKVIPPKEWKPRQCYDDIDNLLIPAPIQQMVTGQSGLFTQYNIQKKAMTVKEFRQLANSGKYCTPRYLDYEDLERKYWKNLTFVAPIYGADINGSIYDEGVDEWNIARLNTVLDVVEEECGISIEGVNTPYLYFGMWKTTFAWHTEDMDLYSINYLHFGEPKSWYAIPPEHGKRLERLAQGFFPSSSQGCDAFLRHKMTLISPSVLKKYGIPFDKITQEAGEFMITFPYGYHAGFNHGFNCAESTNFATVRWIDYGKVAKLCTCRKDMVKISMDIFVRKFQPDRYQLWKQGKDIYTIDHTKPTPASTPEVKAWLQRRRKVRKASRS
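Material: N-terminal GST-fused human GASC-1 (KDM4C) fragment, residues 2-372. Input: 10 nM enzyme. Incubation: enzyme reaction 30 min, then detection 60 min, both room temperature. Doses: one test concentration per compound. Read-out basis: inhibition from TR-FRET ratio decrease. Detection: LANCE TR-FRET, excitation 340 nm, emissions 618 and 671 nm.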
Pf Dd2 inh – P. falciparum Dd2 growth inhibition. SYBR Green, 72 h; stronger effect = lower value. activity change, % at 10 µM. hit rate 2.3% among 94,000. AID 1159554; in the data active = activity change below about -80%; inconclusive = no clear call, values can overlap the other calls
C diff HTS – C. difficile growth inhibition | Clostridium difficile clinical isolate growth, OD600, 24 h; stronger effect = lower value | AID 1259249 | hit rate 0.25% among 86,000 | growth activity, negative = inhibition, % at 16 µg/mL (by protocol);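 active = mean growth activity at or below -80% and every replicate also at or below -80%; inconclusive = mean at or below -80% but some replicate above -80%; inactive = mean growth activity above -80%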;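 note: 0% = DMSO wells and -100% = levofloxacin 16 µg/mL wells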
The depositor's hits bear a star; ? = inconclusive; nt = no result given; & = joins results of further samples.

SMILES	T cruzi growth	KDM4C inh	Pf Dd2 inh	C diff HTS
COCC(=O)N(C)C[C@@H]1Oc2ncc(C#C[C@@H](C)O)cc2C(=O)N([C@@H](C)CO)C[C@H]1C	11	-0.5	nt	-5
C[C@H]1CN([C@@H](C)CO)C(=O)c2cc(C#CCc3ccccc3)cnc2O[C@@H]1CN(C)C(=O)C1CC1	31	-0.9	-31	nt
Cc1noc(C)c1NC(=O)Nc1ccc2c(c1)C(=O)N([C@H](C)CO)C[C@@H](C)[C@H](CN(C)Cc1ccccc1)OCCCC[C@H](C)O2	29	-0.9	-8	nt
C[C@H](CO)N1C[C@H](C)[C@H](CN(C)C(=O)NC2CCCCC2)Oc2c(NS(=O)(=O)c3ccccc3)cccc2C1=O	71	0.6	-14	2
CNC[C@H]1Oc2ccc(N(C)C)cc2CC(=O)N([C@@H](C)CO)C[C@@H]1C	-61	0.8	8	-2
C[C@@H]1CN([C@@H](C)CO)C(=O)c2cccc(NC(=O)Nc3ccccc3)c2O[C@@H]1CN(C)CC1CCCCC1	-27	3.2	-40	3
O=C(Nc1ccccc1)N1CCCCN2[C@H](CO)[C@H](c3ccc(C#Cc4cccnc4)cc3)[C@@H]2C1	85	-2.6	-88*	-10
CC(C)NC(=O)Nc1ccc2c(c1)C(=O)N([C@@H](C)CO)C[C@H](C)[C@H](CN(C)S(=O)(=O)c1cn(C)cn1)OCCCC[C@@H](C)O2	-60	0.0	29	-5
CN1C(=O)c2cc(NS(=O)(=O)c3ccccc3Cl)ccc2OC[C@H]2O[C@H](CC(=O)O)CC[C@@H]21	-24	5.4	-5	0
C[C@@H]1CN([C@H](C)CO)C(=O)c2cccc(NC(=O)Nc3ccc(F)cc3)c2O[C@H]1CN(C)Cc1ccc(Oc2ccccc2)cc1	115*	-0.9	-11	nt
COCC#Cc1ccc([C@@H]2[C@H](CO)N3CCCCN(C(=O)Nc4cc(F)ccc4F)C[C@@H]23)cc1	90	-1.8	-53	7
CC(C)C#Cc1cnc2c(c1)C(=O)N([C@@H](C)CO)C[C@@H](C)[C@@H](CN(C)C(=O)CCN1CCCCC1)O2	20	-0.4	nt	3
CC(=O)N(C)C[C@@H]1Oc2cc(C#CC3(O)CCCC3)ccc2S(=O)(=O)N([C@H](C)CO)C[C@H]1C	0	0.1	8	3
N#C[C@H]1[C@@H](c2ccc(-c3cccnc3)cc2)[C@@H](CO)N1C(=O)Nc1ccc(F)cc1	105*	0.7	-22	28
COCC(=O)Nc1ccc2c(c1)C(=O)N(C)[C@H]1CC[C@@H](CC(=O)Nc3cn(C)nc3C)O[C@@H]1CO2	28	5.4	-2	1
C[C@@H]1CN([C@H](C)CO)C(=O)c2cc(NC(=O)Nc3ccc4c(c3)OCO4)ccc2O[C@@H]1CN(C)Cc1ccc(C(=O)O)cc1	77	0.2	7	-4
O=C(N[C@@H]1C=C[C@@H](CC(=O)N2CCc3ccccc3C2)O[C@H]1CO)C1CCC1	nt	1.5	15	-1
CCCN(C)C[C@H]1Oc2cc(C#CCOC)ccc2S(=O)(=O)N([C@@H](C)CO)C[C@H]1C	-47	-1.6	-67	1
COCC(=O)N1[C@H](CO)[C@H]2c3ccccc3N(C(=O)Nc3ccccc3F)C[C@H]21	-27	1.6	-11	-2
C[C@H]1CN([C@@H](C)CO)C(=O)c2cc(-c3cccc(C(=O)N(C)C)c3)cnc2O[C@@H]1CN(C)S(=O)(=O)c1ccccc1	nt	-2.0	-36	-1
CCCC(=O)Nc1ccc2c(c1)C(=O)N(C)C[C@H](OC)[C@H](C)CN(CCC)[C@@H](C)CO2	-21	-1.8	nt	1
C[C@@H]1CCCCO[C@H](CN(C)Cc2ccc(C(=O)O)cc2)[C@H](C)CN([C@@H](C)CO)C(=O)c2cc(NS(C)(=O)=O)ccc2O1	16	0.8	45	2
Cc1ccc(S(=O)(=O)N(C)C[C@H]2Oc3ccc(NS(=O)(=O)c4ccccc4)cc3C(=O)N([C@@H](C)CO)C[C@@H]2C)cc1	-15	1.6	-5	1
CC(C)NC(=O)N(C)C[C@H]1OCCCC[C@H](C)Oc2ccc(NC(=O)c3ccccc3)cc2C(=O)N([C@H](C)CO)C[C@H]1C	-8	-0.3	-24	21
C[C@H](CO)N1C[C@H](C)[C@@H](CN(C)C(=O)Nc2ccccc2)Oc2ccc(NC(=O)c3ccncc3)cc2CC1=O	nt	-1.6	-2	-3&-5
N#C[C@@H]1[C@@H](c2ccccc2-c2ccccc2)[C@H](CO)N1C(=O)Cc1ccncc1	nt	-1.1	-10	-5
O=C(N[C@@H]1C=C[C@H](CC(=O)N2CCc3ccccc3C2)O[C@H]1CO)C1CC1	53	3.2	0	nt
C[C@H]1CCCCO[C@H](CN(C)C(=O)C2CCCCC2)[C@@H](C)CN([C@@H](C)CO)C(=O)c2cc(NC(=O)Nc3ccc4c(c3)OCO4)ccc2O1	?	-0.4	-56	-4
C/C=C/c1ccc2c(c1)O[C@@H](CN(C)Cc1cccc(F)c1)[C@@H](C)CN([C@H](C)CO)S2(=O)=O	nt	3.7	-11	-1
C[C@@H]1CN([C@@H](C)CO)C(=O)c2cc(/C=C/c3ccccc3)cnc2O[C@H]1CN(C)Cc1cncnc1	53	0.5	-5	-7
Cc1ccccc1S(=O)(=O)N1C[C@H](O)COC[C@H]2O[C@H](CC(=O)O)CC[C@@H]21	-30	1.4	27	3&0
O=C(C[C@@H]1C[C@H]2c3cc(NC(=O)c4cccnc4)ccc3O[C@H]2[C@@H](CO)O1)NC1CCCC1	nt	-1.8	14	0
COc1ccc(S(=O)(=O)Nc2ccc3c(c2)OC[C@@H](C)NC[C@H](C)[C@@H](OC)CN(C)C3=O)cc1	-9	2.1	28	nt
C[C@@H]1CN([C@H](C)CO)C(=O)c2cc(NC(=O)c3ccncc3)ccc2O[C@H]1CN(C)C(=O)NC1CCCCC1	nt	-2.0	16	-3
Cc1noc(C)c1S(=O)(=O)Nc1cccc2c1O[C@@H](CN(C)C)[C@@H](C)CN([C@H](C)CO)C2=O	-14	1.9	4	-1
C[C@@H]1CN([C@@H](C)CO)S(=O)(=O)c2ccc(-c3ccc(F)cc3)cc2O[C@@H]1CN(C)C(=O)C1CC1	-126	-0.7	-5	-11
C[C@@H]1CCCCO[C@@H](CN(C)S(=O)(=O)c2cccs2)[C@@H](C)CN([C@H](C)CO)C(=O)c2cc(NC(=O)Nc3ccc4c(c3)OCO4)ccc2O1	-1	-0.6	-57	-2
Cc1cccc(S(=O)(=O)N2C[C@@H]3N[C@H](C2)C3c2ccc(-c3ccncc3)cc2)c1 (some centres not stated)	nt	-0.6&0.0	-80&-22	-16&-7
C[C@H]1CN([C@@H](C)CO)C(=O)c2cc(C#CC3CC3)cnc2O[C@H]1CN(C)C(=O)c1ccc(F)cc1	57	0.6	13	2
CC(=O)N1CCCCN2[C@H](CO)[C@@H](c3ccc(-c4cccc(C)c4)cc3)[C@H]2C1	-7	-2.6	25	-12
C[C@@H]1CN([C@@H](C)CO)C(=O)Cc2cc(NS(=O)(=O)c3ccc(F)cc3)ccc2O[C@H]1CN(C)C(=O)Nc1ccccc1	-14	0.6	-3	-5
C[C@H]1CN([C@@H](C)CO)S(=O)(=O)c2ccc(-c3ccc(F)cc3)cc2O[C@@H]1CN(C)C(=O)Nc1ccc(F)cc1	119*	-2.4	-32	nt
C[C@H]1CN([C@@H](C)CO)C(=O)c2cc(NC(=O)Cn3cnnn3)ccc2O[C@H]1CN(C)Cc1ccc(Cl)c(Cl)c1	21	0.0	-2	-13
COc1ccc(S(=O)(=O)N(C)C[C@@H]2OCCCC[C@@H](C)Oc3ccc(NS(=O)(=O)c4cccs4)cc3C(=O)N([C@@H](C)CO)C[C@H]2C)cc1	93	17	-25	7
C[C@@H]1CN([C@@H](C)CO)C(=O)Cc2cc(NS(=O)(=O)c3ccccc3)ccc2O[C@@H]1CN(C)C(=O)Nc1ccc(C(F)(F)F)cc1	24	0.8	-19	-5
O=C(NCC[C@@H]1CC[C@H](NC(=O)C2CCCCC2)[C@H](CO)O1)c1cc(Cl)cc(Cl)c1	-44	-1.3	-3	3
CC=Cc1ccc2n(c1=O)C[C@H]1[C@H](CO)[C@@H](C(=O)NC3CCCC3)N(C(=O)C3CCC3)[C@@H]21 (mixture of isomers)	nt	-2.4	-3	-16
O=C(C[C@@H]1CC[C@@H]2[C@H](COC[C@H](O)CN2C(=O)c2ccc(F)cc2)O1)NC1Cc2ccccc2C1	11	0.4	1	-1&-6
O=C(C[C@H]1C=C[C@@H](NS(=O)(=O)c2ccc(F)cc2)[C@H](CO)O1)NCCN1CCCCC1	-4	-0.4	3	-1
COCC#Cc1cnc2c(c1)C(=O)N([C@H](C)CO)C[C@@H](C)[C@H](CN(C)C(=O)Nc1cccc(F)c1)O2	-11	5.3	-8	0

An excerpt from above in order of heavy-atom count, ascending:
SMILES	T cruzi growth	KDM4C inh	Pf Dd2 inh	C diff HTS
CC(=O)N1CCCCN2[C@H](CO)[C@@H](c3ccc(-c4cccc(C)c4)cc3)[C@H]2C1	-7	-2.6	25	-12
Cc1cccc(S(=O)(=O)N2C[C@@H]3N[C@H](C2)C3c2ccc(-c3ccncc3)cc2)c1 (some centres not stated)	nt	-0.6&0.0	-80&-22	-16&-7
O=C(NCC[C@@H]1CC[C@H](NC(=O)C2CCCCC2)[C@H](CO)O1)c1cc(Cl)cc(Cl)c1	-44	-1.3	-3	3
O=C(C[C@H]1C=C[C@@H](NS(=O)(=O)c2ccc(F)cc2)[C@H](CO)O1)NCCN1CCCCC1	-4	-0.4	3	-1
CC=Cc1ccc2n(c1=O)C[C@H]1[C@H](CO)[C@@H](C(=O)NC3CCCC3)N(C(=O)C3CCC3)[C@@H]21 (mixture of isomers)	nt	-2.4	-3	-16
O=C(C[C@@H]1CC[C@@H]2[C@H](COC[C@H](O)CN2C(=O)c2ccc(F)cc2)O1)NC1Cc2ccccc2C1	11	0.4	1	-1&-6
COCC#Cc1cnc2c(c1)C(=O)N([C@H](C)CO)C[C@@H](C)[C@H](CN(C)C(=O)Nc1cccc(F)c1)O2	-11	5.3	-8	0
C[C@H]1CN([C@@H](C)CO)C(=O)c2cc(NC(=O)Cn3cnnn3)ccc2O[C@H]1CN(C)Cc1ccc(Cl)c(Cl)c1	21	0.0	-2	-13
C[C@@H]1CN([C@@H](C)CO)C(=O)Cc2cc(NS(=O)(=O)c3ccc(F)cc3)ccc2O[C@H]1CN(C)C(=O)Nc1ccccc1	-14	0.6	-3	-5
C[C@@H]1CN([C@@H](C)CO)C(=O)Cc2cc(NS(=O)(=O)c3ccccc3)ccc2O[C@@H]1CN(C)C(=O)Nc1ccc(C(F)(F)F)cc1	24	0.8	-19	-5
COc1ccc(S(=O)(=O)N(C)C[C@@H]2OCCCC[C@@H](C)Oc3ccc(NS(=O)(=O)c4cccs4)cc3C(=O)N([C@@H](C)CO)C[C@H]2C)cc1	93	17	-25	7

Continued:
SMILES	T cruzi growth	KDM4C inh	Pf Dd2 inh	C diff HTS
CNC[C@H]1OCCCC[C@H](C)Oc2ccc(NC(=O)Cc3ccccc3)cc2C(=O)N([C@H](C)CO)C[C@@H]1C	46	-4.2	-13	nt
Cc1ccc(S(=O)(=O)N[C@H]2CC[C@H](CC(=O)N3CCc4ccccc4C3)O[C@@H]2CO)cc1	-32	1.5	-4	nt
N#C[C@@H]1[C@H](c2ccccc2C2=CCCCC2)[C@@H](CO)N1S(=O)(=O)c1ccccc1	nt	-0.9	-79	6
C[C@H]1CN([C@@H](C)CO)C(=O)c2cccc(NC(=O)Nc3ccc(F)cc3)c2O[C@H]1CN(C)S(C)(=O)=O	44	-0.5	13	1
C[C@H]1CN([C@@H](C)CO)C(=O)c2cc(NC(=O)CCCCCC(=O)Nc3ccccc3N)ccc2O[C@H]1CN(C)C(=O)Nc1ccccc1	nt	1.2	15	-2
C[C@H](CO)N1C[C@H](C)[C@@H](CN(C)Cc2ccc(C(=O)O)cc2)OCCCC[C@H](C)Oc2ccc(NC(=O)CCC(F)(F)F)cc2C1=O	-74	nt	44	-1
O=C(Cc1ccccn1)N[C@@H]1CC[C@H](CCn2cc(-c3cccnc3)nn2)O[C@H]1CO	1	2.1	-6	3
COc1ccc(C#Cc2ccc([C@@H]3[C@H]4CN(C(=O)C5CCOCC5)CC(=O)N4[C@H]3CO)cc2)cc1	nt	0.4	-16	5
O=C(C1CCC1)N1CC2(C1)[C@H](c1ccccc1)[C@H](CO)N2CC1CCCC1	nt	4.0	-5	9
CO[C@@H]1CN(C)C(=O)c2cc(NC(=O)CC(F)(F)F)ccc2OC[C@H](C)N(C(=O)C2CCOCC2)C[C@@H]1C	nt	1.2	-11	-4
C[C@@H]1CN([C@H](C)CO)C(=O)c2cc(N(C)C)ccc2O[C@H]1CN(C)C(=O)Nc1ccc(C(F)(F)F)cc1	nt	-2.5	8	2
CC=Cc1ccc2n(c1=O)C[C@H]1[C@H](CO)[C@@H](C(=O)N(C)C)N(C(=O)CC)[C@@H]21 (mixture of isomers)	nt	-0.3	16	0
CN(C)c1ccc2c(c1)[C@@H]1C[C@@H](CC(=O)NCC3CC3)O[C@@H](CO)[C@@H]1O2	54	32*	4	9
